GalR3 antag: antagonists of human GalR3; 360,000 tested, 0.44% active; AID 651719; HEK293 GalR3-CNG cAMP membrane potential fluorescence; galR3 body fused to GalR1 C-terminus; inhibition, % at 3 µM;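 active = inhibition above the screen-wide average plus 3 SD, cut at about 13% in these data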;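 also: forskolin and galanin both at EC90 stimulate the cells; cAMP rise reported by CNG channel membrane potential dye signal; 0% = forskolin plus galanin with DMSO and 100% = forskolin alone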
Target sequence (O60755 1-299 limits assumed): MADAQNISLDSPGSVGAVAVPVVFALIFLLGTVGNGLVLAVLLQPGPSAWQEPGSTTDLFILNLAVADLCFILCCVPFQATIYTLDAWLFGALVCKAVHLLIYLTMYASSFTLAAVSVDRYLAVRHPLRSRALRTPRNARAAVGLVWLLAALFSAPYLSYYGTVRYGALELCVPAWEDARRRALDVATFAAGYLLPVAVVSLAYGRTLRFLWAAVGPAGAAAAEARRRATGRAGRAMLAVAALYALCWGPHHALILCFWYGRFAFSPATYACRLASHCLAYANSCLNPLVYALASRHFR
IMP-1 inh: inhibitors of Pseudomonas aeruginosa IMP-1 metallo-beta-lactamase | inhibition, % at 5.6 µM | purified IMP-1, nitrocefin hydrolysis, epi-absorbance fluorescence | 290,000 tested, 0.45% active;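 active = inhibition above the mean plus 3 SD of all compounds in the same screening run, cut at about 4.5% in these data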;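 also: 0% = IMP-1 with DMSO and 100% = DMSO wells lacking enzyme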
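Test system: recombinant IMP-1 enzyme, purified / Medium: HEPES buffer pH 7.1 with ZnSO4 and Brij 35 / Doses: single dose, 5.6 µM / Times: 25 °C, 15 min preincubation, 25 min reaction / Detection: Epi-absorbance via hydrolysed-nitrocefin quenching of white-plate fluorescence, 480/530 nm, EDTA stop / Evaluation: percent inhibition from optical density relative to buffer-blank wells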
V1aR counter: counter-screen for oxytocin receptor agonists: human V1a receptor agonists; P37288; CHO-V1R cells, Fluo-8 calcium fluorescence, agonist mode; 0% DMSO, 100% 3 nM vasopressin; activation, % at 3 µM; 320,000 tested, 0.25% active; AID 2797;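 active = activation above the mean activation of all tested compounds plus 3 SD, per screening run, cut at about 20% in these data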;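 also: signal is peak over basal fluorescence ratio across a 100 second FLIPR read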
NS3 helicase inh: blocks Hepatitis C virus NS3 helicase unwinding; inhibition, % at 10.9 µM; NS3 helicase DNA unwinding, Cy5 molecular beacon fluorescence; AID 1800; 290,000 tested, 0.56% active;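 active = inhibition above the mean of all tested compounds plus 3 SD, set per campaign, cut at about 35% in these data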;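 also: 0% = DMSO wells and 100% = thioflavine S control wells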
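System: HCV NS3 helicase fragment; control set: DMSO and thioflavine S; technique: Cy5 fluorescence at 0 and 60 min, beacon hairpin quenching; reagent: beacon DNA duplex substrate plus ATP; replicates: singlicate; schedule: 1 h reaction at 25 °C, ATP-initiated; medium: MOPS buffer pH 6.5 with MgCl2, DTT, Tween20, BSA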
GPR7 antag: human neuropeptides B/W receptor 1 antagonism; P48145; GPR7-expressing cells, fluorescence antagonist assay; inhibition, % at 4.4 µM; 290,000 tested, 1.1% active; AID 1861; in the data active = inhibition above about 16%, passing the limit was not always enough;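 also: cells stimulated with the agonist NPW; 0% = agonist with vehicle and 100% = vehicle without agonist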
Target sequence (P48145 whole entry, looked up): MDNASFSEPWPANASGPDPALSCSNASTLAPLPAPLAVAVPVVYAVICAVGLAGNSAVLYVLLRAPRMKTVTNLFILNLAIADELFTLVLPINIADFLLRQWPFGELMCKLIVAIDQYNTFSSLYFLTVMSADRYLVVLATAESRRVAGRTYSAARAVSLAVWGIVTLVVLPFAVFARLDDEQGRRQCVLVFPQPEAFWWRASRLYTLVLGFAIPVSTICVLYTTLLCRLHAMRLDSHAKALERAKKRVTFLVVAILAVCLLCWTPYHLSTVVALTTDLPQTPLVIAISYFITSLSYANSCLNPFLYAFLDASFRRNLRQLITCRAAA
VIM-2 inh: blocks Pseudomonas aeruginosa VIM-2 metallo-beta-lactamase; purified VIM-2, nitrocefin hydrolysis, epi-absorbance fluorescence; inhibition, % at 5.6 µM; 290,000 tested, 0.89% active; AID 1527;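 active = inhibition above the mean of all tested compounds plus 3 SD, cutoff set per screening run, cut at about 7.5% in these data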;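 also: red hydrolysis product quenches plate fluorescence so inhibitors raise well fluorescence; 0% = enzyme with DMSO and 100% = DMSO without enzyme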
OXTR ag: agonists of human oxytocin receptor. activation, % at 3 µM. CHO-OTR cells, Fluo-8 calcium fluorescence; normalized: DMSO 0%, oxytocin 100%. 320,000 tested, 0.32% active. AID 2435. P30559;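 active = activation above the mean of all tested compounds plus 3 SD, cutoff set per screening run, cut at about 20% in these data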;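 also: peak over basal fluorescence ratio from a 100 s FLIPR kinetic read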
Target sequence (P30559 whole entry, looked up): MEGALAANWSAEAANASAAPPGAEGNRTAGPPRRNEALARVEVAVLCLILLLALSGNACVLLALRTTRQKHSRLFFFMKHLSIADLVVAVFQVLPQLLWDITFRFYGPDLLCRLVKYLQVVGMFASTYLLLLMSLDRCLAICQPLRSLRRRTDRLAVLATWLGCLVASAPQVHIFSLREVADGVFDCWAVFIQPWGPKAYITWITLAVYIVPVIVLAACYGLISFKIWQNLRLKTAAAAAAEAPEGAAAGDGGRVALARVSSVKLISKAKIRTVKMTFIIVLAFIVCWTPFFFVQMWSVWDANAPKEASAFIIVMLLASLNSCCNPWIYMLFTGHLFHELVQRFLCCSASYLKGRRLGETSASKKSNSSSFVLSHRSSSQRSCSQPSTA
PHOSPHO1 inh: inhibitors of human PHOSPHO1 phosphatase. Q8TCT1. recombinant PHOSPHO1, absorbance phosphatase assay. AID 1565. inhibition, % at 13.3 µM. 290,000 tested, 1.1% active; in the data active = inhibition above about 60%
DNA FID counter: fluorescent intercalator displacement, NS3 helicase counter-screen; DNA fluorescent intercalator displacement, fluorescence; inhibition, % at 7.9 µM; 290,000 tested, 0.17% active; AID 1845; in the data active = inhibition above about 37%;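 also: 0% = vehicle and 100% = reference compound; higher means more ethidium bromide displaced from hairpin DNA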
Starred values were filed as active, the others as inactive; . = not tested or not shown.

Values in the order: V1aR counter	NS3 helicase inh	OXTR ag	DNA FID counter	GalR3 antag	PHOSPHO1 inh	IMP-1 inh	VIM-2 inh	GPR7 antag
- CC1(C)CC(=O)C=C(Nc2ccc(F)cc2F)C1
  -0.6	4	-0.2	2	-4	13	-2.3	-1.6	13
- CC1CCN(C(=S)NC(=O)c2cccs2)CC1
  -0.1	6	-1.2	3	-1	-10	-2.9	-3.7	-4
- O=S1(=O)c2cccc3cccc(c23)N1CCBr
  0.3	11	-1.7	-7	-9	36	-2.6	-2.7	-8
- C=CCn1c(N)c(C(=O)NCCC2=CCCCC2)sc1=S
  -0.9	-5	-0.5	-3	-6	77*	-1.5	0.0	-10
- COCCNC(=O)c1cc(-c2cccc(OC)c2)on1
  0.9	5	0.1	-2	-5	26	-0.4	-2.8	-4
- CC(C)CN1C(=O)c2ccc(NC(=O)c3cccs3)cc2C1=O
  1.6	-1	2.5	-1	-5	3	-3.6	-5.8	4
- CCn1c(SCC(=O)Nc2nccs2)nnc1-c1cc2cccc(OC)c2o1
  .	5	.	-5	-3	-1	-3.0	-2.5	15
- Cn1cc(C(=O)N2CCN(c3ccccn3)CC2)c(=O)c2cc(S(=O)(=O)N3CCOCC3)ccc21
  0.4	0	1.3	-8	-4	16	-5.3	-1.8	-9
- COCCCNC(=O)c1cc2cc(Br)ccc2oc1=O
  -0.7	9	-0.1	-1	34*	-11	-1.5	-5.3	-6
- O=C(NC1CCCCC1)C(c1ccco1)N(C(=O)c1csnn1)c1ccccc1 (stereo not given)
  -1.1	1	-1.7	-23	-10	35	-3.5	-3.4	-5
- CN(C)c1ccc(/C=C2\NC(=S)N(Cc3ccccc3)C2=O)cc1
  71*	2	52*	4	-3	-57	-1.1	-0.4	7
- O=C(Nc1nnc(COc2ccc(F)cc2)s1)Nc1ccccc1F
  0.8	-10	-0.2	-6	-6	42	-1.6	-1.6	-12
- CC1=CC(C)(C)N(C(=O)c2ccc(F)cc2)c2cc3c(cc21)OCO3
  9.2	-7	13	-7	-3	4	-3.7	2.7	7
- COc1ccc(C)cc1NC(=O)n1ncc2cc(Cl)ccc21
  1.4	-15	0.7	0	-13	46	-1.5	0.8	-10
- O=C(O)CCc1ccc(-c2ccc(Cl)cc2)n1CC(=O)O
  0.8	27	0.9	-29	-2	18	-3.8	-1.6	-1
- CSc1nc2ccsc2c(=O)n1-c1ccccn1
  1.4	3	-0.2	-2	-1	4	-3.5	-1.7	-8
- COc1cc(C(=O)Nc2ccc3c(c2)OCCO3)ccc1OC(F)F
  -1.1	1	0.0	-2	4	2	-4.1	-4.1	-5
- COc1ccc(/C(O)=C/c2nc3ccccc3n(-c3ccccc3)c2=O)cc1
  0.9	-2	0.8	-4	-3	9	-3.3	-3.4	-6
- CCN(c1cccc(C)c1)S(=O)(=O)c1ccc(-n2cccn2)cc1
  0.4	-11	1.1	-23	4	-1	-2.5	-1.6	-14
- COc1nc(NCC(C)C)nc(Oc2ccc(OCc3ccccc3)nn2)n1
  1.6	30	-0.6	-22	-4	16	-6.1	-0.8	-1
- COc1ccc(/C=C/C(=O)N2CCCc3ccccc32)c(OC)c1
  -0.5	-9	-2.2	-31	-13	15	-2.9	0.0	-19
- CC1=CC(c2ccc(Cl)cc2)n2nc(N3C(=O)CCC3=O)nc2N1 (stereo not given)
  0.8	1	-0.2	1	.	-2	-4.0	-2.7	-5
- Cc1cc(C)n(-c2ccc(C(=O)C(C#N)c3nc4ccccc4n3C)cc2)n1 (stereo not given)
  2.0	4	-0.9	-6	-9	-1	-1.1	2.5	20
- CCOc1ccc(NC(=S)NCCCc2ccccc2)cc1
  0.1	1	0.2	-5	-1	37	-3.4	-3.9	-1
- COc1ccc(S(=O)(=O)N2CCCC2)c(C)c1C
  -0.4	-1	-1.5	-4	-3	5	-1.8	-2.4	-1
- O=C(NCC1CCCO1)c1ccc2c(c1)N(Cc1ccccc1)C(=O)CS2=O (stereo not given)
  0.9	-2	0.3	-9	5	22	-1.6	1.0	2
- CC(C)C(=O)c1cc2c(cc1NC(=O)c1cccs1)OCCO2
  -1.7	3	-2.2	1	-5	36	1.4	-0.6	-13
- O=C(COC(=O)c1ccc(NS(=O)(=O)c2ccc3c(c2)OCCO3)cc1)NC1CCS(=O)(=O)C1 (stereo not given)
  -0.3	-2	0.1	-5	3	20	-1.7	-1.4	-6
- Cc1ccc(Oc2ccccc2NC(=O)CN2C(=O)NC3(CCCC3)C2=O)cc1
  0.5	29	-0.5	-33	0	33	1.4	3.7	29*
- CC(C)c1ccc(NC(=O)CCc2ccccc2)cc1
  0.3	-4	-2.0	-14	-12	-8	0.9	-0.2	12
- CC1CSc2nc3sc4c(c3c(=O)n21)CCCC4 (stereo not given)
  -0.5	-1	-1.0	-7	2	67*	-2.6	-3.8	-13
- CCCCN(C)CCNS(=O)(=O)c1ccc2c(c1)n(C)c(=O)c(=O)n2C
  0.3	2	-0.4	7	4	-9	-3.5	5.9	9
- CSc1nc(C)[nH]c(=O)c1C#N
  -0.5	23	1.1	-1	-1	42	-1.0	-0.2	-4
- COc1ccc(-n2ncc(C(C)NS(=O)(=O)c3cccs3)c2C)cc1 (stereo not given)
  1.6	0	1.3	-30	-1	29	-0.2	2.8	8
- CC(C)OC(=O)CC(NC(=O)OC(C)(C)C)c1ccccc1 (stereo not given)
  0.2	2	-0.4	-22	-7	11	-1.5	-3.0	-7
- N#CC1=C(SCc2ccccc2)NC(=O)CC1c1ccc(O)cc1 (stereo not given)
  3.3	3	5.9	2	-8	4	-5.9	-2.1	-7
- CCCOCC1CC2(SC(=Nc3ccc(C)cc3)NC2=O)C(=O)O1 (stereo not given)
  0.3	4	-0.9	-7	-5	-5	-0.4	-0.6	10
- O=C1CC(SCCc2nc3ccccc3[nH]2)C(=O)N1c1ccc(F)c(Cl)c1 (stereo not given)
  2.1	6	0.3	-14	-5	.	-3.3	-4.8	-1
- COc1cc(/C=C2/C(=N)N3C=CSC3=NC2=O)ccc1OCCOc1ccc(NC(C)=O)cc1
  1.1	4	0.3	-8	-7	20	-3.9	4.9	-1
- O=[N+]([O-])c1cccc(S(=O)(=O)NC2CC3CCC2C3)c1 (stereo not given)
  -0.1	-14	-2.2	-5	-8	8	0.5	0.2	3
- CCn1c(O)c(N=Nc2ccc3ccccc3n2)c2ccccc21
  0.8	5	1.1	-3	8	24	-0.6	-1.7	-10
- O=[N+]([O-])c1ccc(S(=O)(=O)Nc2ccccn2)cc1
  -1.5	8	1.2	1	-11	14	-2.5	0.1	-12
- COCCNC(=O)c1cc2ncc(Br)cn2n1
  -0.2	-3	-0.4	1	-6	2	1.1	-2.1	-1
- Cc1ccc(-n2ncc3c(SCC(=O)NNC(=O)C(C)C)ncnc32)cc1
  2.4	-11	5.3	-10	-8	24	-1.9	-4.3	2
- CCOC(=O)CSc1nnc(CSc2nc(N)c3c(C)c(C)sc3n2)n1-c1ccccc1
  0.3	-6	0.2	-40	2	-6	-5.9	-2.0	-8
- Cc1c(-c2cccc(NC(=O)c3cccs3)c2)nc2ncccn12
  0.0	2	-0.7	-10	-1	-21	-2.0	0.2	-4
- Cc1nn(-c2ccccc2)c(Cl)c1/C=N/NC(=O)c1ccccc1NS(=O)(=O)c1cccs1
  9.6	3	7.1	-8	3	-7	-5.1	-0.1	-7
- CCOc1ccccc1N/C(=N/c1nc(C)cc(C)n1)NC(=O)Nc1ccc(Cl)c(Cl)c1
  -0.5	8	0.0	-1	.	-2	-4.2	-2.1	0
- CN(C)NC(=O)c1ccc([N+](=O)[O-])s1
  -0.8	-2	2.7	0	-1	47	-2.8	-5.3	-9
- Cc1[nH]c2ccccc2c1/C=N/NS(=O)(=O)c1ccccc1
  3.4	-4	4.0	10	-11	28	-1.1	-2.3	-4
- Cc1cc(NC(=O)CCC(=O)N(c2ccc(F)cc2)C(C(=O)NC2CCCC2)c2ccncc2)no1 (stereo not given)
  0.1	4	-1.8	-7	0	12	-1.9	0.1	9
- COc1ccc(NC(=O)CSc2nnc(-c3ccco3)n2N)cc1Cl
  1.0	6	-0.6	-5	4	28	-0.8	-6.0	3
- O=c1c2ccccc2nc2n1CCCCN2
  -0.2	1	-1.2	0	-2	10	-2.7	-4.5	-7
- CC1CCC2C(=O)N(c3cccc(C(=O)Nc4ccccc4Cl)c3)C(=O)C2C1 (stereo not given)
  11	-3	0.5	-25	-5	1	-0.5	1.0	18
- Cn1cccc1Cc1nnc(SCC(=O)NC2CCCCC2)n1-c1ccc(F)cc1
  -0.5	14	-1.4	-39	3	1	-4.2	-0.6	-11
- CC12CCCCC1N(O)C(=O)C(=O)N2O (stereo not given)
  0.1	19	-0.6	5	-3	-2	-0.9	20*	6
- CC1CCCN(C(=O)CN2C(=O)c3ccccc3C2=O)C1 (stereo not given)
  0.9	8	2.1	1	-2	0	-1.7	-2.2	-7
- CCC(=O)N1CCc2cc(S(=O)(=O)NCCCN3CCN(Cc4ccccc4)CC3)ccc21
  -0.1	3	-0.5	15	-3	8	-1.9	-1.6	-6
- Cn1cc(Br)c(C(=O)Nc2sc3c(c2C(N)=O)CCC3)n1
  -1.3	2	-2.1	2	1	12	-1.6	-2.2	-2
- COc1ccc(Cl)cc1C(=O)n1cnc2ccccc21
  0.9	9	0.3	-2	-8	14	-2.4	-1.4	-17

Records above shown as hits in PHOSPHO1 inh:
compound,NS3 helicase inh,GalR3 antag,PHOSPHO1 inh,IMP-1 inh,VIM-2 inh,GPR7 antag
C=CCn1c(N)c(C(=O)NCCC2=CCCCC2)sc1=S,-5,-6,77*,-1.5,0.0,-10
CC1CSc2nc3sc4c(c3c(=O)n21)CCCC4 (stereo not given),-1,2,67*,-2.6,-3.8,-13

(cont.)
Values in the order: V1aR counter	NS3 helicase inh	OXTR ag	DNA FID counter	GalR3 antag	PHOSPHO1 inh	IMP-1 inh	VIM-2 inh	GPR7 antag
- Cc1ccc(S(=O)(=O)[N-]c2nc3ccccc3nc2-n2cc[n+](Cc3ccccc3)c2)cc1
  0.0	-14	-1.3	-11	-4	8	-2.4	0.7	4
- O=C(CN1C(=O)c2ccccc2C1=O)NCC(=O)OCC(=O)c1cccc([N+](=O)[O-])c1
  1.3	1	-0.3	1	-1	-23	-1.2	-0.8	-7
- Cc1cccc(N2CCN(C(=O)c3ccc(CS(=O)(=O)c4ccccc4C)o3)CC2C)c1 (stereo not given)
  3.2	-5	0.5	-43	-2	6	-5.8	-1.7	11
- O=C(O)c1cccc(S(=O)(=O)Nc2ccccc2N2CCOCC2)c1
  -0.7	14	0.1	-8	-4	20	-0.9	0.7	-5
- CC1(C)CC(=O)C(C=Nc2ccccc2Sc2ccccc2)=C(O)C1
  -1.4	3	-2.6	-11	.	3	2.8	-3.2	-12
